Screens deposited in PubChem by The Scripps Research Institute Molecular Screening Center.
UHRF1 MBD2 ctr = human UHRF1 methylated DNA binding inhibitors | UHRF1 binding to methylated oligo, TR-FRET | Q96T88 | AID 687016 | hit rate 0.75% among 370,000 | inhibition, % at 4.4 µM; in the data active means inhibition above about 21%;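 further: UHRF1 SRA domain binding a hemimethylated CpG hairpin DNA probe; 0% = median of test compound wells and 100% = reference inhibitor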
TCR CD3 inh = blocks the human TCR-CD3 interaction. TAMRA-labeled TCR probe fluorescence, biochemical. inhibition, % at 9.4 µM. hit rate 0.37% among 360,000; in the data active means inhibition above about 19%;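 further: recombinant mutant TCR 2C K166C tagged with TAMRA read by polarization; 0% = receptor in buffer alone and 100% = receptor with positive control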
DDE Tn7 FP inh = disrupts Tn7 cyclic peptide binding to fibrin D-Dimer-E complex | P02675 | FP displacement of FITC-Tn7 peptide from fibrin DD(E); 0% = median of compound wells per plate | inhibition, % at 8.3 µM | hit rate 0.13% among 370,000 | AID 720508;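 active means inhibition above the mean of compounds falling within the control limits plus 3 SD of them, cut at about 14% in these data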;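 further: 0% = plate median of compound wells and 100% = 10 µM Aha-Tn7 peptide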
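System: human fibrin DD(E); quantity: Fibrin-DD(E) at 2 µM final; also added: fluorescent Tn7 probe at 0.1 µM; compound dosing: single nominal test concentration of 8.3 µM per compound; schedule: 10 min preincubation, 3 h with tracer, room temperature; detection: fluorescence polarization of the labelled Tn7 tracer; repeats: one replicate per compound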
mABHD4 FP = inhibitors of mouse ABHD4; inhibition, % at 8.92 µM; Q8VD66; hit rate 0.54% among 370,000; purified mABHD4, FP-Rh probe fluorescence polarization; AID 720543;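 active means inhibition exceeding the mean over every tested compound plus 3 SD, cut at about 30% in these data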;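 further: 0% = plate median of compound wells and 100% = S159A mutant with DMSO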
Target sequence (Q8VD66 whole entry, looked up): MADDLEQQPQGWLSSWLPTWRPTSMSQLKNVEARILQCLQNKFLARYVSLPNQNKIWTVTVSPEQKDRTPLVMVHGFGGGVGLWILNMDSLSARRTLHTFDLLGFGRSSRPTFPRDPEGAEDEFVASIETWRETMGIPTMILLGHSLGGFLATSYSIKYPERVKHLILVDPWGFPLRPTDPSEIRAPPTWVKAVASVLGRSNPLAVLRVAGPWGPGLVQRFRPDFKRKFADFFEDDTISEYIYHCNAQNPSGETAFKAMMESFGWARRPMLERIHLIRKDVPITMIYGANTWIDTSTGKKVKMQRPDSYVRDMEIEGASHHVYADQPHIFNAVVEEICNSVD
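Test system: mouse ABHD4 enzyme, wild type. Reagent: FP-Rh fluorescent activity-based probe, added after compound pre-incubation. Timing: pre-incubation 45 min, probe exposure 60 min, at 25 °C. Technique: FP readout, ex 525 nm / em 598 nm. Benchmarks: high control S159A mutant with DMSO, low control median of compound wells.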
LEDGF integ inh = blocks HIV-1 LEDGF/p75-dependent DNA integration. TR-FRET IN-LEDGF/p75 DNA integration, Eu/Cy5. hit rate 0.64% among 370,000. inhibition, % at 3.7 µM. AID 743269;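 active means inhibition above the screen-wide mean plus 3 SD, cut at about 13% in these data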;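 further: signal is the Cy5 over europium emission ratio at 671 and 618 nm; 0% = plate median of compound wells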
TDP2 absorb = TDP2 (human) inhibition, absorbance primary screen; O95551; recombinant TDP2, T5PNP hydrolysis, p-nitrophenol absorbance 415 nm; inhibition, % at 12.8 µM; hit rate 0.34% among 370,000; AID 720702;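 active means inhibition above the mean of all tested compounds plus 3 SD, set per campaign, cut at about 25% in these data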;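 further: 0% = DMSO with enzyme and 100% = buffer with substrate but no TDP2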
Target sequence (O95551 whole entry, looked up): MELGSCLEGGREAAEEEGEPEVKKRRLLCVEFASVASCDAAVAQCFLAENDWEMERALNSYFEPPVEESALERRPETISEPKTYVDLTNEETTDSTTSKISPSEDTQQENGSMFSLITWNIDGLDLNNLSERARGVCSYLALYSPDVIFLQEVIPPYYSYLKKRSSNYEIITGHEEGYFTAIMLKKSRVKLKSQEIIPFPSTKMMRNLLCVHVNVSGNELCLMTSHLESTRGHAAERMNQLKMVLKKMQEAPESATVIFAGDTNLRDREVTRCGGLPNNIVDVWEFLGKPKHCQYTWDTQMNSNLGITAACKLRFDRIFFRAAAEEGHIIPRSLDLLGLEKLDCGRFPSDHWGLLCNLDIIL
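System – recombinant human TDP2 · Amount – 120 nM TDP2 per well · Buffer or medium – Mg2+-containing Tris-HCl buffer, pH 7.5 · Reagent – T5PNP substrate, 5 mM · Dosing – 12.8 µM single point, 1% DMSO · Incubation – 2 h at 37 °C · Measured by – epi absorbance · Read-out basis – percent inhibition · Benchmarks – high control without enzyme, low control DMSO plus TDP2 · Repeats – singlicate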
PG9 Ab binder = binds the HIV-1 gp120 antibody PG9; TR-FRET gp120-PG9 antibody binding; inhibition, % at 6.7 µM; hit rate 0.43% among 360,000; in the data active means inhibition above about 8.5%
SIAE primary = human SIAE inhibition, primary screen; SIAE FP-Rh probe binding, fluorescence polarization; inhibition, % at 9.66 µM; hit rate 0.69% among 370,000;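 active means inhibition above a cutoff: mean of compounds within the control limits plus 3 SD of those, cut at about 17% in these data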;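 further: 0% = plate median of compound wells and 100% = probe without SIAE protein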
PRMT1 inh = PRMT1 (human) inhibition, primary screen | Q99873 | recombinant PRMT1, activity-based probe fluorescence polarization | inhibition, % at 2.79 µM | hit rate 1.3% among 370,000 | AID 652257;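 active means inhibition above about 21% made by adding two undisclosed values, limit read from the data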
Target sequence (Q99873 whole entry, looked up): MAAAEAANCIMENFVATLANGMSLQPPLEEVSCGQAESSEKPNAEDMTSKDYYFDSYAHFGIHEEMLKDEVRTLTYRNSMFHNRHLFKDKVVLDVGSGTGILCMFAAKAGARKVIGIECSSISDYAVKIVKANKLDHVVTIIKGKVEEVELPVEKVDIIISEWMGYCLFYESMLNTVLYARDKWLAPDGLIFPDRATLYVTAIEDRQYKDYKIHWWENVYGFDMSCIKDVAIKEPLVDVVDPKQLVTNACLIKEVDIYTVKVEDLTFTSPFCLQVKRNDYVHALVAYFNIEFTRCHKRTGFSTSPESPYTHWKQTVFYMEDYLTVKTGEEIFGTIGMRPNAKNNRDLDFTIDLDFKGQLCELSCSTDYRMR
HTRA1 inh = blocks human HTRA1 serine peptidase | Q92743 | recombinant HTRA1, FP-rhodamine activity-based probe, fluorescence polarization | inhibition, % at 5.96 µM | hit rate 0.5% among 340,000; in the data active means inhibition above about 36%;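 further: 0% = enzyme with DMSO and 100% = wells lacking enzyme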
The depositor's hits bear a star; x = not tested or not shown.

HTRA1 inh	PRMT1 inh	UHRF1 MBD2 ctr	TCR CD3 inh	SIAE primary	Molecule	DDE Tn7 FP inh	LEDGF integ inh	TDP2 absorb	mABHD4 FP	PG9 Ab binder
-1	-3	2	-3	0	COC(=O)C(C)Sc1nnc(Cc2cc(=O)[nH]c(=O)[nH]2)n1-c1cc(C)ccc1C (configuration not stated)	-7	6	4	5	-1.4
4	0	-1	3	-2	CN(C)C(=O)c1cnc(-c2ccccc2)nc1-c1ccccc1	1	-6	1	0	-0.2
-18	-2	-3	2	3	CC(C)(C)c1ccc(C(=O)Nc2ccc(C(=O)N3CCCC3)cc2)cc1	1	3	5	-4	-1.8
-27	-2	-2	3	16	Cc1ccccc1OCC(=O)Nc1ccccc1-c1ccccc1	-4	2	6	-11	-0.5
x	21	-1	2	0	COc1ccc([C@H]2C(C#N)=C([S-])N[C@](C)(O)[C@@H]2[n+]2ccccc2)cc1	0	5	-5	0	1.7
-4	3	0	1	0	CCOc1ccc(S(=O)(=O)N2CCN(C(=O)CCOc3ccccc3C)CC2)cc1	4	-3	-5	1	1.7
3	-1	0	-3	0	CCc1ccccc1NC(=O)CSc1nnc(CNC(=O)c2ccco2)n1C	0	-2	-2	8	-0.8
1	4	1	-11	-1	COc1ccc(O)c(-c2[nH]ncc2C(=O)c2cccc(C)c2)c1	1	-7	2	8	-2.1
-1	5	3	0	-1	NC(=O)c1nsc(C(=O)N(Cc2cccnc2)C(C(=O)NCc2ccc(F)cc2)c2ccc(O)cc2)c1N (configuration not stated)	2	1	-15	-12	0.6
-13	-4	-1	2	-4	Clc1ccc2nc(C3CCN(Cc4ccccc4)CC3)[nH]c2c1	-1	0	-2	-4	-1.6
-1	3	-3	1	14	CCn1c(SCC(=O)NCCCN2CCCC2=O)nnc1-c1cccc(C)c1	-2	-2	-1	0	0.6
-7	-2	1	7	0	COc1ccc(CC(=O)Nc2cc(Cl)ccc2C(=O)O)cc1	-3	4	-2	-8	-2.1
4	10	-5	-7	6	O=C(CSc1ccccc1C(=O)N1CCN(c2ccccc2)CC1)N1CCCC1	-11	-4	2	9	1.2
1	-1	0	4	-4	Cc1cc(C)c(C(=O)Cn2nc(C)c([N+](=O)[O-])c2C)cc1C	-2	-1	-4	1	0.9
-7	-4	1	0	0	CCOC(=O)C1(CCOc2ccccc2)CCN(Cc2cccc(OCCO)c2)CC1	-3	-4	4	1	-1.6
8	0	2	-2	2	O=C(NC(NCc1ccccc1)C(Cl)(Cl)Cl)c1cccnc1 (configuration not stated)	-4	1	14	5	0.2
-2	-3	-2	9	0	CCc1nnc(NC(=O)CSc2nc3cc(OC)c(OC)cc3cc2C)s1	5	-1	-6	0	-1.2
4	-2	2	-5	0	COc1ccccc1C(=O)OCCN=C1NS(=O)(=O)c2ccccc21	3	-4	-1	0	-0.8
1	-6	-1	0	5	O=C(CCc1ccccc1)NNC(=O)c1ccccc1Cl	-1	6	-2	-1	-0.1
-1	6	2	3	5	COc1ccccc1N1CCN(C(=O)CSc2ccccc2)CC1	8	-3	-2	-2	0.1
5	1	2	1	0	NC(=NCCc1c[nH]c2ccccc12)NS(=O)(=O)c1cc(F)ccc1F	-2	-1	-1	-7	0.1
-5	-2	-1	3	10	Cc1cccc2cc(CN(CC3CCCO3)C(=O)c3ccncc3)c(=O)[nH]c12 (configuration not stated)	4	-2	10	1	-1.2
-4	0	3	-2	-2	COc1ccc(C(=O)Cc2cc3ccccc3oc2=O)cc1	-7	3	-6	-8	-2.1
0	6	3	2	-2	Cc1nnc(NC(=O)CN2CCN(Cc3c(Cl)cccc3Cl)CC2)s1	6	0	-6	6	-1.0
6	0	1	13	-6	CCN1CCN(c2nc(C)c3c(n2)CCCC3=O)CC1	-1	0	10	-2	-2.6
-6	14	3	0	-6	COCCNC(=S)N1CCC(c2nc(-c3ccc(F)cc3)no2)CC1	3	-1	-13	-11	-1.8
-7	2	0	2	-3	COc1ccccc1NC(=O)C1CCCN(S(=O)(=O)c2cccc3nsnc23)C1 (configuration not stated)	1	-3	9	3	2.1
x	2	-1	-4	-7	C=CCN1CN(CCc2ccccc2)CNC1=S	6	-5	-4	0	-0.7
x	0	-1	5	15	CCOc1ccc(CN2CCN(Cc3nc(C(C)C)cs3)CC2CCO)cc1 (configuration not stated)	0	1	-11	2	-0.4
x	0	-1	8	-14	Cc1c(C(=O)NCc2ccccc2C(F)(F)F)sc(=O)n1Cc1ccc2c(c1)OCO2	5	-1	-7	-3	0.7
-14	-3	1	-2	-9	CC(=O)Nc1ccc2nc(C3CC3)n(Cc3ccc(Cl)cc3)c(=O)c2c1	-3	3	5	-2	-2.3
6	2	3	-3	-1	CCOC(=O)CCc1c(C)n[nH]c1C	0	-2	-2	1	-0.5
-2	2	7	3	-4	O=C(O)c1cc(NS(=O)(=O)c2ccc(NC3CCCCC3)c([N+](=O)[O-])c2)cc(C(=O)O)c1	0	-7	1	2	1.0
7	2	1	-4	1	COCCN(Cc1ccccc1)C(=O)C1CCN(C(=O)Nc2ccccc2)CC1	-3	-2	9	1	0.5
x	20	-5	x	8	COC(=O)C12C=C3CC(C)=C3C(=O)N1Cc1[nH]c3ccccc3c1C2 (configuration not stated)	-5	4	-8	6	x
-3	0	1	4	-4	CCOC(=O)c1ccc(S(=O)(=O)Nc2cc(C(C)(C)C)no2)cc1	-5	2	12	-1	1.8
-4	0	-2	2	9	COc1ccc(S(=O)(=O)N2CCOCC2)cc1NC(=O)COc1ccc(C(C)=O)cc1OC	1	-1	15	2	1.6
x	-4	15	x	2	CCOC(=O)Cn1cc(CN2C(C(=O)OC)CN(C3CC3)CCS2(=O)=O)nn1 (configuration not stated)	1	-5	5	3	x
3	7	1	-4	7	COc1ccc(N2CCN(S(=O)(=O)CCNC(=O)/C=C/c3ccccc3)CC2)cc1	4	-1	-4	-1	2.6
x	-3	-2	10	1	CCOC1=C2[C@H](c3cccs3)N(S(=O)(=O)c3ccc(C)cc3)C[C@H]2n2c(=O)n(-c3ccccc3)c(=O)n2C1	-10	-4	8	-2	-2.0
-1	1	-2	-1	-6	Cc1ccc(Cn2c(SCC(N)=O)nc3c2c(=O)n(C)c(=O)n3C)cc1	3	1	7	6	-0.8
0	-12	0	-6	0	CCC1SC(C)C/C(=N/NC(N)=O)C1C (configuration not stated)	-5	2	3	5	-1.5
3	1	2	-3	-3	COc1ccc(C2N(c3ccc(F)cc3)C(=O)C3CCCN32)cc1 (configuration not stated)	1	-2	2	6	0.4
0	0	1	1	1	CC(=O)N1c2ccccc2C(C)(C)C2CCC(C)CC21 (configuration not stated)	-4	-3	3	1	0.8
-1	0	-1	-4	4	O=C(CN1CCN(c2ccccc2F)CC1)NCc1ccc(Cl)cc1	-6	-2	7	3	-2.2
-1	9	3	0	0	CC12CCC(=O)N1C(C(=O)OCc1c(Cl)cccc1Cl)CS2 (configuration not stated)	-10	-5	-12	-12	-0.3
1	-2	0	6	-3	O=C(NCC(=O)N(c1ccc(F)cc1)C(C(=O)NC1CCCCC1)c1ccncc1)c1ccco1 (configuration not stated)	8	0	-4	6	-0.7
0	-2	-3	10	2	CCOc1cc(/C=N/n2cnnc2)ccc1O	4	-2	2	-8	-2.2
-54	-2	0	0	-10	CCC(c1nnnn1C1CCCC1)N(Cc1cccs1)Cc1cc2cccc(C)c2[nH]c1=O (configuration not stated)	0	5	-13	-4	-0.6
4	-9	-1	5	3	COc1ccc([C@@H]2CC(=O)c3c(O)cc(O[C@@H]4O[C@H](CO[C@@H]5O[C@@H](C)[C@H](O)[C@@H](O)[C@H]5O)[C@@H](O)[C@H](O)[C@H]4O)cc3O2)cc1O	1	5	-7	1	-0.8
-1	-4	0	-4	-2	COCCNC(=O)C(c1ccc(F)cc1)N(Cc1ccco1)C(=O)CCC(=O)Nc1nccs1 (configuration not stated)	-3	-2	12	1	-1.0
2	2	7	-9	-5	Cc1ccc(-c2nnc(OCCN3CCOCC3)c3ccccc23)cc1	1	1	-9	-4	0.4
x	-7	-2	x	-4	COc1cccc(NC(=O)NC2CCCCN(Cc3ccc(C)cc3)C2=O)c1 (configuration not stated)	6	3	-9	-8	x
4	0	1	0	0	CCCCN(C(=O)c1cccc(N2C(=O)c3ccccc3C2=O)c1)c1c(N)n(CC(C)C)c(=O)[nH]c1=O	-2	1	1	2	-0.3
1	-1	-1	4	-4	COc1ccc(S(=O)(=O)N(C)C[C@H]2Oc3ccc(NS(=O)(=O)c4ccccc4)cc3CC(=O)N([C@H](C)CO)C[C@@H]2C)cc1	-4	0	-20	-5	-0.2
4	0	-3	5	12	COc1cccc(C(=O)N(Cc2ccco2)c2c(N)n(Cc3ccccc3)c(=O)[nH]c2=O)c1	8	2	3	10	-1.5
9	0	0	0	4	COc1ccccc1-c1cc(C(F)(F)F)nc(N2CCN(c3ccccc3)CC2)n1	-1	-3	4	8	0.4
6	-2	-1	4	3	COc1ccc(CN(C(=O)/C=C/c2ccccc2Cl)C2CCS(=O)(=O)C2)cc1 (configuration not stated)	-4	6	-11	-7	0.3
-4	1	0	2	-2	Cc1noc(C)c1COc1ccc(C(=O)OC(C)C(=O)Nc2ccc(S(=O)(=O)N3CCOCC3)cc2)cc1 (configuration not stated)	-4	1	0	6	-1.8
-2	-2	2	8	4	Cc1ccc(CC(=O)NCc2ccc(Cl)cc2)cc1	-2	0	3	2	-2.9

(further entries)
HTRA1 inh	PRMT1 inh	UHRF1 MBD2 ctr	TCR CD3 inh	SIAE primary	Molecule	DDE Tn7 FP inh	LEDGF integ inh	TDP2 absorb	mABHD4 FP	PG9 Ab binder
6	-2	-1	0	3	CCOCC(=O)Nc1cccc(NC(C)=O)c1	4	-2	4	-2	-0.9
-10	-3	-4	-2	9	CCOC(=O)[C@@H]1[C@H]2COc3ccccc3[C@H]2N2C(=O)N(c3ccc(OC)cc3)C(=O)[C@]12C	1	-3	6	0	0.2
1	-7	1	-4	-2	CC(=O)N1CCN(Cc2nc3cc(Cl)ccc3c(=O)[nH]2)CC1	0	4	-12	-2	-0.7
0	5	1	-2	0	COc1ccccc1C(=O)Nc1ccnn1C1CCN(CCCC2CCCC2)CC1	2	-13	1	1	-0.7

Profiles from above. Screens in order: HTRA1 inh, PRMT1 inh, UHRF1 MBD2 ctr, TCR CD3 inh, SIAE primary, DDE Tn7 FP inh, LEDGF integ inh, TDP2 absorb, mABHD4 FP, PG9 Ab binder
CCOCC(=O)Nc1cccc(NC(C)=O)c1 is listed with 6, -2, -1, 0, 3, 4, -2, 4, -2, -0.9
CCOC(=O)[C@@H]1[C@H]2COc3ccccc3[C@H]2N2C(=O)N(c3ccc(OC)cc3)C(=O)[C@]12C is listed with -10, -3, -4, -2, 9, 1, -3, 6, 0, 0.2
